Assay outcomes from PubChem BioAssay.
CHRM4 antagonist: CHRM4 antagonism in calcium assay; P08173; inhibition, % at 3 µM; hit rate 0.73% among 360,000; CHO-hM4 cells, ACh EC80, Fluo-8 calcium fluorescence; AID 624125;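 active = inhibition above its plate's cutoff, the mean inhibition of sample wells plus 3 SD, cut at about 27% in these data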;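 note: 0% = acetylcholine EC80 with DMSO and 100% = DMSO without agonist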
Target sequence (P08173 whole entry, looked up): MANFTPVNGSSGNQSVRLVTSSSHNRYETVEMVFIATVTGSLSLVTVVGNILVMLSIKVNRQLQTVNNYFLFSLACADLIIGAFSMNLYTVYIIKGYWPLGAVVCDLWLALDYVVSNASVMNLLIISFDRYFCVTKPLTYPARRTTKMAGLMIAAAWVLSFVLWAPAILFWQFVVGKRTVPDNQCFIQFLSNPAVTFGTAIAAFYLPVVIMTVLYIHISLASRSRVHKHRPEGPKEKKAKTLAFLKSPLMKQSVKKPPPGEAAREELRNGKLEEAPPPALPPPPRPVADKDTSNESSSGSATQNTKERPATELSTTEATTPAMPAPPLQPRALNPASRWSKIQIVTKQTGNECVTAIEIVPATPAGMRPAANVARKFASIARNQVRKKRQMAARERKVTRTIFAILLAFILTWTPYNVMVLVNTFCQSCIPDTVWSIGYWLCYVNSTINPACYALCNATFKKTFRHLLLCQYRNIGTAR
IDE inh: inhibitors of human insulin-degrading enzyme in cells; HEK cells, FAbetaB cleavage, fluorescence polarization; inhibition, % at 5.59 µM; hit rate 0.41% among 320,000; AID 434962;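 active = percent inhibition above the average of all tested compounds plus 3 SD, set per screening campaign, cut at about 16% in these data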;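 note: IDE supplied by intact live HEK cells; FP after avidin binding of uncleaved biotin substrate so inhibition keeps polarization high; 0% = DMSO wells and 100% = 60 µM reference IDE inhibitor Ii1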
CRFBP-R2 agonist: agonists of human CRF-binding protein/CRF-R2 receptor complex; HEK293 CRF-R2/CRF-BP, calcium dye fluorescence (FLIPR); percent of saturating CRF peptide response; activation, % at 13.2 µM; hit rate 0.46% among 350,000;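 active = activation of at least 50%, plus an integration ratio under a set limit after plate pattern correction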;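 note: plate controls were neutral control wells without compound for no effect and CRF at EC100 for full effect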
M5 PAM: CHRM5 positive allosteric modulation | CHO-K1 hM5, Fluo-8 calcium, ACh EC20 PAM; 0% = ACh EC20, 100% = ACh EC100 | hit rate 0.3% among 360,000 | activation, % at 3 µM | P08912;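 active = activation above the run cutoff, the mean activation of all test compounds plus 3 SD, cut at about 18% in these data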
Target sequence (P08912 whole entry, looked up): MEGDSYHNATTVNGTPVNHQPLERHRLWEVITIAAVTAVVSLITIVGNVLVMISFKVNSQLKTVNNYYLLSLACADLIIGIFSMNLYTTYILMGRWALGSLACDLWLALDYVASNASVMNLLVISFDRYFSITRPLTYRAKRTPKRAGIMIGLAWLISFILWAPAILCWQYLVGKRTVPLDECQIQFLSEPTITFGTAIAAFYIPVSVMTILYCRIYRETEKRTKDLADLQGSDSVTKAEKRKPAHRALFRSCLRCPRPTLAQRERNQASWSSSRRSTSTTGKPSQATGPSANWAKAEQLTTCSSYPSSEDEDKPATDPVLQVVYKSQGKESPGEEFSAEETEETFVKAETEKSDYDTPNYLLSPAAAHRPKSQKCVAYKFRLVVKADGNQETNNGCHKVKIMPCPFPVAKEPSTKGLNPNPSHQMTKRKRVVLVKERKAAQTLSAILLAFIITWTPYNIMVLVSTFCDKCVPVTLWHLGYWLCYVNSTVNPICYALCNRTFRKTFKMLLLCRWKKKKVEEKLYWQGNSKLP
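Assay system: CHO-K1 hM5 cells. Also added: acetylcholine at EC20 concentration, added after compound. Dosing: 3 µM, single dose. Times: compound preincubation 140 s before EC20 acetylcholine addition. Signal: Fluo-8 calcium fluorescence. Measure: % activation relative to EC20 and EC100 ACh responses. Repeats: singlicate, one well per test compound.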
CHRM4 agonist: agonists of human muscarinic M4 receptor (CHRM4); P08173; CHO-K1 hM4/Gqi5, Fluo-8 calcium fluorescence; vehicle 0%, full acetylcholine response 100%; activation, % at 3 µM; hit rate 0.14% among 360,000;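 active = activation above the run mean over all test wells plus 3 SD, cut at about 32% in these data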;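 note: peak over basal fluorescence ratio per well then scaled between controls; 0% = DMSO wells and 100% = acetylcholine at EC100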
CHRM4 PAM: potentiates acetylcholine response at human M4 receptor. CHO-K1 hM4/Gqi5, Fluo-8 calcium fluorescence, ACh EC20; 0% = ACh EC20, 100% = maximal ACh. hit rate 0.4% among 360,000. AID 624126. activation, % at 3 µM. P08173;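 active = activation above its plate's cutoff, the mean activation of sample wells plus 3 SD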; note: some results filed as inactive read as strong as hits
CHRM5 antagonist: CHRM5 antagonism in calcium assay; P08912; CHO-hM5 cells, Fluo-8 calcium fluorescence, ACh EC80; inhibition, % at 3 µM; hit rate 0.59% among 360,000; AID 624040;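 active = inhibition above a per-plate cutoff, the mean of that plate's test compounds plus 3 SD, cut at about 27% in these data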;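 note: 0% = acetylcholine EC80 with DMSO and 100% = DMSO without agonist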
CRFR2-BP antag: blocks CRF-induced signaling of the CRF-BP/CRF-R2 complex. HEK293 CRF-R2/CRF-BP, CRF-induced calcium fluorescence. inhibition, % at 11.8 µM. hit rate 0.59% among 350,000. AID 588475;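 active = inhibition of the ligand-induced calcium signal above about 50% at the single tested concentration, limit read from the data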
M5 ag: agonists of human muscarinic M5 receptor (CHRM5); P08912; CHO-K1 hM5 cells, Fluo-8 calcium fluorescence; 0% DMSO wells, 100% maximal acetylcholine response; activation, % at 3 µM; hit rate 0.19% among 360,000; AID 624037;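 active = activation above the run's mean over test compounds plus 3 SD, cut at about 23% in these data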;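 note: signal is peak over basal fluorescence ratio across the kinetic read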
* hit, by the source's call; · = no result given.

CHRM4 antagonist,IDE inh,CRFBP-R2 agonist,M5 PAM,CHRM4 agonist,structure,CHRM4 PAM,CHRM5 antagonist,CRFR2-BP antag,M5 ag
19.1,0.1,0.3,0.4,6.0,Nc1c(C(=O)NCc2ccco2)c2nc3ccccc3nc2n1CCc1ccccc1F,-9.9,6.5,-32.2,4.6
-1.5,-1.4,0.1,-2.6,3.2,Fc1ccc(C(Nc2ccccn2)c2c[nH]c3ccccc23)cc1 (configuration not stated),4.1,-1.0,-77.2,-0.8
-1.3,3.0,-0.2,-5.6,-0.7,Cc1cc(C)cc(OCc2ccc(C(=O)N3N=C(C(F)F)CC3(O)C(F)F)o2)c1 (configuration not stated),-10.9,-2.7,25.9,-2.6
4.8,-0.7,-0.8,2.9,0.7,O=C(CSc1nnc2n(C3CCCCC3)c(=O)c3ccccc3n12)OC1CCCCC1,9.4,-5.4,3.3,0.6
9.0,2.5,-0.7,-1.3,3.5,CC(OC(=O)c1ccc2c(c1)S(=O)(=O)c1ccccc1C2=O)C(N)=O (configuration not stated),-2.6,7.4,-4.4,1.6
-18.6,-3.3,1.3,-0.4,0.5,COc1cc(CN(C)CC2CCCN(CCc3ccc(F)cc3)C2)c(Cl)cc1O (configuration not stated),-2.2,-1.5,-2.6,-8.7
11.5,0.2,0.5,1.1,2.3,COc1cc(N)c(Cl)cc1C(=O)OCC(=O)Nc1ccc(N2CCOCC2)cc1,-2.9,5.7,-0.8,4.6
-25.2,1.6,-3.0,2.0,0.9,O=C(NC1CCCCC1)C(c1ccncc1)N(Cc1ccc2c(c1)OCO2)C(=O)c1cnsn1 (configuration not stated),7.0,-9.3,-23.6,-2.9
-19.2,2.7,-3.0,7.8,1.2,c1csc(-c2nc(-c3ccc(-c4ccon4)s3)no2)c1,11.4,-3.5,-9.8,-2.7
-4.5,-2.1,-1.5,-0.8,0.9,COc1ccc(NC(=O)CSc2nnc(-c3ccco3)c(-c3ccco3)n2)cc1OC,-5.7,4.3,5.1,0.1
0.1,-0.3,2.4,-3.4,4.2,COCc1ccc(-c2c(-c3ccc(OC)cc3)oc(=O)c3cc(OC)c(OC)cc23)cc1,-0.5,11.0,12.4,1.8
6.0,1.0,-0.4,-11.1,0.8,Cn1cccc1CC(=O)N/N=C/C(Cl)=C/c1ccccc1,-4.1,5.6,-15.4,3.0
-4.8,·,-0.7,-1.5,6.9,CC(O)C(NS(=O)(=O)c1ccc(Cl)cc1)C(=O)OCCOc1ccc(F)cc1 (configuration not stated),-2.1,-3.1,-7.3,2.6
-8.1,·,0.1,2.3,-2.1,COc1ccc2[nH]c3c(c2c1)CCN1C(=O)C(CC(=O)NCC24CC5CC(CC(C5)C2)C4)C[C@H](C(=O)N(C(C)C)C(C)C)[C@@]31C (some centres not stated),-5.3,-3.6,0.1,0.0
-3.2,3.0,1.3,4.2,-0.1,CCOC(=O)c1ccc2c(c1)nc(-c1ccc(F)cc1)c1nccn12,-0.7,-3.8,19.7,0.6
6.7,3.2,2.7,0.7,2.0,O=C(CCc1nc(-c2ccccc2Cl)no1)NCC1CCCO1 (configuration not stated),5.8,3.5,-8.3,1.9
3.6,-2.9,-1.0,-0.8,-0.2,Cc1cnc(NC(=O)CN2C(=O)C3CC=CCC3C2=O)s1 (configuration not stated),11.1,-3.0,-3.6,-1.9
4.3,-0.3,-1.3,3.8,0.1,CC(=O)c1ccc(N(C(=O)Cn2nnc(-c3ccccc3)n2)C(C(=O)NC2CCCCC2)c2ccccn2)cc1 (configuration not stated),-0.9,-0.9,-14.5,-0.1
-5.9,1.8,-0.4,0.2,0.9,CCC1(CC)C(=O)N(C)C(=O)NC1=NCc1ccccc1,4.2,-9.1,5.2,-2.4
-11.7,·,4.3,-3.4,-2.1,Cc1c2cnccc2c(C)c2c1oc1ccccc12,-1.9,-7.3,-36.0,-7.3
14.5,-6.7,-0.2,2.9,-1.9,Cc1ccc(-n2nnnc2SCC(=O)Nc2sc(C)c(C)c2C#N)cc1C,-1.1,-4.8,-1.3,1.9
-1.4,4.0,-2.9,-7.2,1.2,O=C(CN1C(=O)/C(=C/c2ccccc2F)Sc2ccccc21)N1CCN(c2ccccn2)CC1,-2.2,7.7,-23.0,-2.6
5.6,0.9,1.3,-2.4,-0.1,O=C(NC1CCCCC1)C(c1ccccn1)N(C(=O)c1csnn1)c1ccccc1 (configuration not stated),-1.3,-0.8,-10.4,-2.6
-3.8,2.2,2.3,3.1,0.8,CCOC(=O)c1cc(NC(=O)CN2CCCC2)cc(C(=O)OCC)c1,-5.5,8.6,-12.4,0.1
10.0,-0.7,-1.0,-2.8,-1.1,Cc1noc(C)c1-c1nc(CSc2ccc(Cl)cc2)no1,-2.5,4.7,33.0,-4.8
-1.6,·,·,-3.2,0.7,O=C(Nc1ccc2c(c1)OCCO2)C(CCc1ccccc1)N1CCC(Cc2ccccc2)CC1 (configuration not stated),4.1,-4.7,·,0.1
2.0,1.8,1.9,3.4,-1.0,CCCCCc1nnc(NC(=O)OCCC)s1,3.1,-7.3,-17.4,-2.8
31.0*,-1.8,1.7,-24.8,11.4,C=CC[C@@H](CC(=O)N(CCO)Cc1ccccc1)C(=O)N[C@H](COC(=O)[C@@H](CC=C)Cc1ccc(F)cc1)Cc1ccccc1,-11.5,18.2,-7.1,-1.6
-2.9,·,1.8,1.4,1.2,O=C(Cc1cccc(NC(=O)C2CCCN(C(=O)C3CCCC3)C2)c1)Nc1cccc(C(=O)N2CCCCC2)c1 (configuration not stated),-5.4,-2.7,3.5,-0.6
2.6,1.6,-0.3,3.6,0.7,COc1cc(/C=N/NC(=O)c2cccnc2)cc(Br)c1O,-2.5,11.1,8.7,-2.4

Some of the entries so far, with tabs:
structure	CHRM4 antagonist	IDE inh	CRFBP-R2 agonist	M5 PAM	CHRM4 agonist	CHRM4 PAM	CHRM5 antagonist	CRFR2-BP antag	M5 ag
Cc1c2cnccc2c(C)c2c1oc1ccccc12	-11.7	·	4.3	-3.4	-2.1	-1.9	-7.3	-36.0	-7.3
CCC1(CC)C(=O)N(C)C(=O)NC1=NCc1ccccc1	-5.9	1.8	-0.4	0.2	0.9	4.2	-9.1	5.2	-2.4

New compounds follow.
CHRM4 antagonist,IDE inh,CRFBP-R2 agonist,M5 PAM,CHRM4 agonist,structure,CHRM4 PAM,CHRM5 antagonist,CRFR2-BP antag,M5 ag
-4.8,-3.8,-1.8,-4.0,0.6,Cc1ccc(CNC(=O)CCS(=O)(=O)c2cccc3nonc23)cc1,6.3,1.1,1.7,-2.4
-6.0,1.2,-0.3,-4.7,3.2,O=C(NCCN1CCN(C(=O)c2cccc([N+](=O)[O-])c2)CC1)C(=O)NCc1ccc(Cl)cc1,-3.4,10.1,24.2,-1.7
7.1,-3.1,0.6,2.1,0.9,COc1ccc(S(=O)(=O)n2cccc2)cc1OC,-5.1,3.2,-13.6,-1.9
-3.0,-6.0,1.5,-0.5,1.3,OC(CNCc1cccc(Br)c1)c1ccccc1 (configuration not stated),2.3,9.1,6.2,3.0
8.2,·,0.2,-1.3,2.8,CCOc1ccc(NC(=O)COc2ccc(N3CC(C(N)=O)CC3=O)cc2)cc1 (configuration not stated),-3.9,9.2,10.0,0.5
-0.8,5.0,-1.4,4.3,1.4,CCCCn1c(N)c(N(CC)C(=O)CSc2nnnn2-c2cc(C)ccc2C)c(=O)[nH]c1=O,-0.5,4.8,14.8,0.2
-26.8,·,-1.6,6.7,1.9,CC1=C(C(=O)N(C)C)CC(CC(=O)NC2CCCCC2)C(=O)N1CCCN1CCCC1=O (configuration not stated),8.8,-19.6,-2.0,-0.3
2.8,2.6,-0.5,-5.1,8.5,COC(=O)c1ccc(C2SCC(=O)N2Cc2ccccc2)cc1 (configuration not stated),-10.4,3.6,19.9,-1.4
-6.0,·,-0.3,-0.2,1.1,Cn1c(-c2ccc(F)cc2)cnc1NCc1ccc(F)cc1F,-6.2,-1.3,17.8,-19.4
-6.3,3.9,16.8,-2.2,0.4,COc1ccc(/C=C/C(=O)c2ccc3c4c(cccc24)CC3)cc1,6.2,-6.0,-1.2,-1.1
1.0,-7.7,-0.5,0.0,1.0,CC(CCc1ccccc1)NC(=O)CNC(=O)c1cccs1 (configuration not stated),1.4,-1.7,0.8,-1.4
0.1,·,·,2.0,-0.2,CCCCNC(=O)C1(C)CCCCN1C(=O)c1c(C)noc1C (configuration not stated),-2.5,-2.1,·,0.4
7.7,-6.4,0.3,-1.3,5.7,C#Cc1ccc([C@@H]2C=C(C(=O)Nc3ccccc3)O[C@H](OCC)[C@H]2CCCO)cc1,6.8,3.6,-1.1,-0.4
-5.2,4.0,-0.1,-2.9,0.7,CCOC(=O)c1c(NC(N)=O)nc2n1CCC2,8.3,7.9,19.5,-2.5
3.7,-5.7,1.4,-2.3,0.0,CN1C(=O)CC(N2CCN(C(=O)c3ccccc3)CC2)C1=O (configuration not stated),9.8,6.8,-12.0,0.1
-2.2,6.2,1.6,4.4,0.6,COc1c(O)cccc1/C=N/NC(=O)Cn1ccnc1C,-8.1,4.3,-4.0,2.3
-16.2,·,·,2.4,1.6,OC[C@@H]1CN(Cc2cccs2)C[C@H](n2cnc3c(N4CCCC4)ncnc32)O1,3.6,-3.1,·,-0.3
4.7,0.6,-0.3,-5.6,0.9,COc1ccc(CN2C(=O)c3ccccc3C(/C=N\OCc3ccc(F)cc3)C2=O)cc1 (configuration not stated),-3.5,-9.5,-1.9,-2.6
-2.2,-1.3,-2.8,0.2,1.6,C/C=C/C=C/C(=O)Nc1nccs1,-0.9,-0.1,-15.9,-1.4
0.2,4.1,0.0,3.2,-1.2,CCCCNS(=O)(=O)/C=C/c1ccccc1,1.7,-3.0,-9.4,-6.7
-5.2,-1.4,3.2,-0.1,1.1,Cc1cc(C)c(-c2cc(C(=O)Nc3cc(C)ccc3C)[nH]n2)c(O)c1,-0.6,7.1,13.3,-2.4
7.5,1.8,0.3,-0.2,8.2,COc1ccc(OC)c(Nc2nc(N)c([N+](=O)[O-])c(N3CCOCC3)n2)c1,-3.4,4.2,-13.8,0.2
5.8,2.7,-0.2,-3.2,0.8,Cc1cc(C(=O)N2CCN(c3ncccn3)CC2)c(C)o1,-0.2,3.9,-17.9,-0.2
-1.1,·,·,-1.2,0.1,CCCCN(C=O)c1c(CC)nc2c(OCC(=O)N3CCOCC3)cccn12,4.4,0.3,·,-3.6
